Screening results: PubChem BioAssay, several laboratories
DUSP1 inh = human dual specificity phosphatase 1 inhibition; inhibition, %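 (compounds tested at a single concentration somewhere between 10 and 100 µM)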; P28562; 65,000 compounds, 0.15% hits; recombinant MKP-1, OMFP hydrolysis fluorescence; AID 374;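 active = inhibition above about 50%, limit read from the data; inconclusive = inhibition over screen mean plus 3 SD, below that limit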;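 note: 0% = DMSO max control wells and 100% = wells with enzyme stopped by NaOH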
HEK293 NFkB inh = inhibitors of the PMA/ionomycin-induced NF-kB reporter in HEK293 cells | inhibition, % at 3 µM | AID 465 | HEK-293 NF-kB luciferase reporter, luminescence | 62,000 compounds, 0.21% hits;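 active = inhibition above the mean of all tested compounds plus 3 SD, cut at about 40% in these data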;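 note: 0% = stimulated DMSO wells and 100% = 10 µM reference inhibitor 5653914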
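Reagent: PMA plus ionomycin mix as NF-kB-activating stimulus. Assay system: NF-kB luciferase reporter HEK-293 cells. Technique: luminescence from luciferase substrate reagent. Incubation: 1 h compound pre-incubation, 16 h PMA/ionomycin at 37 °C. Benchmarks: DMSO only as uninhibited control, 10 µM reference inhibitor as full inhibition. Repeats: tested once.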
ROCK2 blocker = ROCK2 (human) kinase inhibition; purified ROCK2, Kinase-Glo ATP depletion luminescence; inhibition, % at 6 µM; 60,000 compounds, 0.35% hits; AID 604;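 active = inhibition above the screen-wide mean inhibition plus 3 SD, cut at about 18% in these data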;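 note: plate controls were DMSO wells for no effect and Y-27632 control wells after no-enzyme background subtraction for full effect; many of its hits are not listed in these tables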
Jurkat tox 60K = cytotoxicity toward Jurkat cells. Jurkat E6.1 viability, ATP luminescence, 48 h. inhibition, % at 4 µM. 56,000 compounds, 1.2% hits;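 active = inhibition above the mean inhibition of all tested compounds plus 3 SD, cut at about 28% in these data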
TNAP act mid DEA = activates human TNAP at intermediate phosphate acceptor concentration. P05186. purified TNAP, CDP-star luminescence, 100 mM DEA, 30 min; hits give high values; scale: 0 levamisole-inhibited, 1 vehicle-only enzyme. activation factor at 20 µM. 64,000 tested, under 10 active;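 active = activation factor of at least 2 at 20 µM, relative to controls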
MMP-13 inhibitor = inhibitors of human MMP13 | MMP-13 fTHP FRET cleavage, Mca fluorescence | inhibition, % at 4 µM | 65,000 compounds, 0.07% hits;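 active = inhibition above the mean of compound-free control plate wells plus 3 SD, cut at about 14% in these data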;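 note: 0% = DMSO wells and 100% = wells with reference MMP-13 inhibitor after basal subtraction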
PKA inh = blocks human protein kinase A activity; P17612; PKA Kemptide phosphorylation, Kinase-Glo ATP luminescence; inhibition, % at 6 µM; 65,000 compounds, 0.1% hits;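 active = inhibition above the screen-wide mean inhibition plus 3 SD, cut at about 21% in these data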; note: many of its hits are not listed in these tables
JNK3 inh = JNK3 (human) kinase inhibition; P53779; purified JNK3 kinase activity, HTS; inhibition, % at 8 µM; 60,000 compounds, 0.61% hits; AID 746; in the data active = inhibition above about 17%;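 note: 0% = DMSO and 100% = reference inhibitor; many of its hits are not listed in these tables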
Cdc25B block = human M-phase inducer phosphatase 2 inhibition | inhibition, %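 (compounds tested at 10 µM final in the well)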 | recombinant Cdc25B, OMFP fluorescence Ex485/Em525 | P30305 | 65,000 compounds, 0.1% hits; in the data active = inhibition above about 50%
An asterisk follows results filed as active; u = inconclusive; x = not tested or not shown; [ ] = remark or other dose.

SMILES	DUSP1 inh	HEK293 NFkB inh	ROCK2 blocker	Jurkat tox 60K	TNAP act mid DEA	MMP-13 inhibitor	PKA inh	JNK3 inh	Cdc25B block
CCN1C(=O)c2cccc3c(S(=O)(=O)NC(Cc4c[nH]c5ccccc45)C(=O)O)ccc1c23 (configuration not stated)	4	5	-5	6	0.9	1	-4	-4	3
NC(=O)c1cc(N)ccc1N1CCCC1	18	3	-1	0	1	-2	-3	-14	13
COc1ccc(CCNC(=O)C2CCCN(Cc3nc(-c4cccc(Cl)c4)oc3C)C2)cc1OC (configuration not stated)	u	12	1	-8	0.9	6	-4	11	-23
Cc1cc(NC2C3CC4CC(C3)CC2C4)n2ncnc2n1 (configuration not stated)	5	5	-1	4	0.9	2	5	4	24
CCOC(=O)COn1c(=O)c(-c2ccc(OC)c(OC)c2)[n+]([O-])c2ccccc21	-25	x	6	x	0.9	-12	5	-3	21
Cn1c(=O)[nH]c(=O)c2c1nc(N1CCNCC1)n2Cc1cccc2ccccc12	13	17	1	6	1	2	2	0	1
CSc1ccc(C2C(C#N)=C(N)N(c3ccccc3)C3=C2C(=O)CCC3)cc1 (configuration not stated)	21	24	x	x	0.9	-1	6	x	-9
CCCCNC(=O)CN1CCC2(O)CCCCC2C1c1ccccc1OC (configuration not stated)	-15	12	-1	5	0.9	5	-3	-3	-9
COC(=O)c1ccc(CSc2ncnc3ccccc23)o1	-4	14	6	3	0.9	-2	6	3	-16
CCCc1cc(=O)[nH]c(SCC(=O)N2CCN(S(=O)(=O)c3ccc(C)cc3)C2)n1	11	13	1	7	1	-2	8	11	-10
COC(=O)c1sc2ccccc2c1N	3	3	8	1	0.9	-184[fluorescence artefact?]	2	5	-8
Cc1cccc(NC(=O)CC(C)(C)C)c1	20	2	4	-4	0.9	-10	9	1	3
CCOC(=O)N1CCN(CC(=O)Nc2ccc(C)c(Br)c2)CC1	12	4	x	x	1	6	6	x	-1
CCOC(=O)c1ccc2nc(NC(NC(C)=O)(C(=O)OC)C(F)(F)F)sc2c1 (configuration not stated)	-3	x	15	x	0.8	-8	7	-1	16
CCC(C)N(CCNC(=O)CC1Oc2ccc(C)cc2NC1=O)C1CCCCC1 (configuration not stated)	-1	1	-2	0	1	4	-1	3	-11
COC(=O)c1ccc(Oc2nc(C)cc(Oc3ccccc3)n2)cc1	7	9	-3	-14	1	-1	-8	-4	-2
CCOC(=O)c1cnc2c(C(=O)OC)cccc2c1NCCN1CCOCC1	-4	6	x	x	0.9	-5	-1	x	-4
COc1ccc(C(=O)CSc2nnc(-c3ccco3)n2C)cc1	10	20	0	3	0.9	2	2	-6	-6
O=C(c1ccc(CNc2c(N3CCOCC3)c(=O)c2=O)cc1)N1CC=C(c2ccccc2)CC1	17	9	7	2	0.9	0	7	0	-5
CCCCOCC(O)CN1CCN(C(C)=O)CC1 (configuration not stated)	-15	3	1	-3	0.9	4	4	-2	7
O=C(CSC1=NCCS1)N1CCOCC1	14	9	0	1	1	3	-1	9	-12
COc1ccc(-n2nnc3c(=O)n(Cc4cccc(C)c4)cnc32)cc1	9	21	0	5	0.9	3	6	8	-6
CCOC(=O)C1CCN(C(=O)Nc2ccc(Cl)cc2Cl)CC1	1	23	7	2	0.9	5	4	4	2
COc1ccc(N2C(=O)C3CCCN3C2c2cccc(OC)c2)cc1 (configuration not stated)	4	1	2	2	1	6	3	-2	-10
CCn1c(C)nc2cc(C(=O)n3cc(C(=O)c4cc(F)ccc4O)cn3)ccc21	7	10	6	-2	1	2	10	-1	-27
CCOC(=O)c1[nH]c(C)c(C(=O)NCc2ccc(C)cc2)c1C	10	6	-4	10	0.9	8	-6	-10	6
COc1ccc(OC)c(NC(=O)Cc2nn(C)c(=O)c3ccccc23)c1	-11	16	4	17	0.9	-3	8	-3	-1
COc1ccc(CNC(=O)c2c(C)cc(=O)oc2C)cc1OC	-29	x	4	x	0.9	0	5	-4	22
O=C(CSc1nnc2scc(-c3ccc(F)cc3)n12)NCc1ccco1	-30	0	2	-3	0.8	4	11	0	-14
CC(=O)Nc1cccc(-c2nc3ccccc3c(=O)o2)c1	1	10	8	-2	0.9	2	9	18*	-7

3 of the entries above in order of the MMP-13 inhibitor value, rising.
SMILES	DUSP1 inh	HEK293 NFkB inh	ROCK2 blocker	TNAP act mid DEA	MMP-13 inhibitor	PKA inh	JNK3 inh	Cdc25B block
CCOC(=O)c1cnc2c(C(=O)OC)cccc2c1NCCN1CCOCC1	-4	6	x	0.9	-5	-1	x	-4
O=C(CSC1=NCCS1)N1CCOCC1	14	9	0	1	3	-1	9	-12
CCCCNC(=O)CN1CCC2(O)CCCCC2C1c1ccccc1OC (configuration not stated)	-15	12	-1	0.9	5	-3	-3	-9

Next section:
SMILES	DUSP1 inh	HEK293 NFkB inh	ROCK2 blocker	Jurkat tox 60K	TNAP act mid DEA	MMP-13 inhibitor	PKA inh	JNK3 inh	Cdc25B block
COCC(=O)Nc1nnc(C2CCCCC2)s1	12	12	-1	-1	0.9	3	8	-6	-2
COCCN(Cc1ccccc1)P(=O)(O)c1ccccc1OCC(=O)O	-13	x	3	x	0.8	-5	-1	2	10
Cc1cccc(N(C2C=CS(=O)(=O)C2)S(=O)(=O)c2ccccc2)c1 (configuration not stated)	6	6	6	-3	0.9	2	5	-2	-11
CCc1ccc(O)c(N=Cc2ccccc2O)c1	-4	17	5	-6	1	2	-1	-8	1
Cc1nc(N2CCOCC2)c2oc3ccccc3c2n1	14	-4	10	4	1	6	-1	6	-19
CN1CCN(C(=O)C2C3C=CC(C3)C2C(=O)O)CC1 (configuration not stated)	-18	13	8	-2	0.9	3	-9	4	-4
Cc1ccc(Cn2ccc(NC(=O)c3cc(-c4ccc(F)cc4)on3)n2)cc1	27	5	-1	2	0.9	1	-6	-3	8
CN1CCc2nc(SCC(=O)Nc3ccc(Cl)cc3)c(C#N)cc2C1	-13	x	4	x	1	-14	5	0	-1
CCNc1nc(Oc2ccc(=O)n(-c3ccccc3)n2)nc(N2CCOCC2)n1	1	-5	3	-9	0.9	-5	6	-1	4
COc1ccc(OC)c(C2=C[N+](=O)C(C)(C)C(C)(C)N2[O-])c1	-20	2	4	-5	1	0	4	2	-10
CC12CN3CC(C)(CN(C1)C3c1ccc3ccccc3c1O)C2=O (configuration not stated)	8	8	-2	5	1	11	-3	-4	-7
Cc1ccc(-c2nnn(CC(=O)N(Cc3ccccc3)C(C(=O)NC3CCCC3)c3ccncc3)n2)o1 (configuration not stated)	26	10	-3	-2	1	3	-3	0	-7
CCCC(=O)OCCNC(=O)c1cc2ccccc2oc1=O	0	-2	4	-5	1	-15	5	5	-5
Cn1c(C(=O)N2CCCC(C(=O)NCCc3ccccc3)C2)cc2sccc21 (configuration not stated)	11	19	8	-3	1	5	10	-1	-14
COc1ccc(Nc2nc(C)cc(C)c2C#N)cc1	20	-5	5	-6	0.8	0	6	-10	2
Cc1ccc(SCc2cc(=O)[nH]c(N3CCN(Cc4ccc5c(c4)OCO5)CC3)n2)cc1	4	5	4	-2	0.9	-3	5	0	-3
CCOc1ccc(NS(=O)(=O)c2ccc(SC)cc2)cc1	6	14	3	15	0.9	7	2	-7	-15
CC(=O)NC(Cc1c[nH]c2ccccc12)C(=O)OCC(=O)Nc1ccc2c(c1)OCO2 (configuration not stated)	-3	12	-1	-8	1	4	4	-4	-11
CCn1c(SCC(=O)c2ccccc2)nnc1-c1cc2cc(Br)ccc2o1	5	18	-2	4	0.9	1	-2	2	-3
Cc1ccc2nc(NC(=O)CN3CCOCC3)sc2c1	2	-9	-3	-2	0.9	-3	-2	0	-5
Cc1cc(C)c(NC(=O)c2cc3c(nc4sccn43)s2)c(C)c1	26	4	0	-6	0.8	0	4	2	2
Cc1c(NC(=O)N2CCCCCC2)c(=O)n(-c2ccccc2)n1C	-5	17	5	-2	0.9	-3	10	7	-16
CCOc1ccc(-n2c(SCC(=O)Nc3cc(C)on3)nc3c([nH]c4ccccc43)c2=O)cc1	16	-9	1	4	1	9	8	1	-6
O=C(COc1ccc(C(=S)N2CCOCC2)cc1)N1CCCC1	0	13	10	0	1	7	12	4	-9
COc1ccccc1N1CCN(c2nc3ccccc3n3nnnc23)CC1	-12	11	-2	4	1	4	4	-1	-2
COc1ccc(N2CC(C)Cn3c2nc2c3c(=O)[nH]c(=O)n2C)cc1 (configuration not stated)	-6	1	-1	5	0.9	-1	0	-10	6
Cn1c(Cn2c(=O)sc3ccccc32)nnc1SCC(=O)Nc1ccccc1	5	1	2	2	1	-7	10	4	-9
CC(C)C1Cc2c(sc3c2c(=O)n(Cc2ccccc2)c2nncn32)CO1 (configuration not stated)	-19	x	9	x	1	-2	4	-6	-8
O=C(O)c1cccnc1SC1CC(=O)N(c2cccc(C(F)(F)F)c2)C1=O (configuration not stated)	3	10	3	-7	1	4	7	7	-3
COc1ccc(-c2nnc(SCC(=O)N3CCCC(C)C3)o2)c(OC)c1 (configuration not stated)	-3	6	4	-1	0.9	1	6	1	0
Brc1cnc(N2CCOCC2)nc1N1CCCCC1	0	10	3	-12	1	-2	2	-1	-5
CC(=O)N1c2c(cc(Br)cc2S(=O)(=O)NCc2cccnc2)CC1C (configuration not stated)	-2	14	x	x	0.9	4	6	x	-18
CCC(c1nnnn1CCc1ccccc1)N(Cc1ccco1)Cc1cc2cc(C)cc(C)c2[nH]c1=O (configuration not stated)	19	12	0	8	1	-14	4	1	-22
CCn1c(=O)cc(OCC(=O)Nc2cccnc2)c2ccccc21	8	6	3	2	0.9	3	3	4	-10
CC(C)c1ccc(C2CC(=O)N3CN(Cc4ccco4)CSC3=C2C#N)cc1 (configuration not stated)	-5	17	4	1	0.9	5	1	4	-2
O=C1c2ccccc2C(=O)N1CCc1nn[nH]n1	15	4	7	-4	0.9	0	8	-1	2
Cc1noc(C)c1S(=O)(=O)Nc1c(C)n(C)n(-c2ccccc2)c1=O	8	16	x	x	1	0	-9	x	-4
OC(COc1cccc2ccccc12)CN1CCN(c2ccccn2)CC1 (configuration not stated)	6	16	x	x	0.9	1	6	x	-23
CC(c1ccccc1)N1CNc2c(c(=O)n(C)c(=O)n2C)C1 (configuration not stated)	8	12	-6	1	1	-1	-2	1	-5
C=CCn1c(=O)c2ccccc2n2c(SCc3cc(=O)n4ccsc4n3)nnc12	18	21	0	3	1	3	1	-4	11
COc1ccc(-c2noc(-c3ccc(Br)o3)n2)cc1OC	-3	1	9	-7	0.9	3	9	8	0
CCSc1ncc(Cl)c(C(=O)N(Cc2ccc(N(C)C)cc2)C2CCS(=O)(=O)C2)n1 (configuration not stated)	9	7	7	-10	0.9	-5	7	-4	-11
O=C(c1cc(-c2cccc(O)c2)on1)N1CCOCC1	6	18	-1	4	0.9	-2	-7	6	-5
Cc1ccc(C(CC(=O)O)Nc2nc(N3CCCCC3)nc(N3CCCCC3)n2)cc1 (configuration not stated)	39	27	5	3	0.9	0	6	5	31
COc1ccc(S(=O)(=O)C(C#N)c2nc3ccccc3nc2N2CCC(C)CC2)cc1 (configuration not stated)	7	21	x	x	0.9	0	9	x	2
COc1ccc(CN2CCCCCC2)c(C)c1C	-8	12	7	1	1	5	10	-1	-10
